Screening results: PubChem, National Center for Advancing Translational Sciences (NCATS)
POLI inh = inhibitors of human DNA polymerase iota; Q9UNA4; Pol iota fluorescent replication assay, 10 min; Potency, µM (highest dose often 115 µM), for inactives: at the highest dose activity, negative = inhibition, most hits filed as inhibitors; 390,000 tested, 1% active
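Fluorescent replication assay read twice, at 0 min and 10 min after adding 50 nM (final) substrate. Enzyme (10 nM) and compounds were first incubated 15 min at room temperature; enzyme-free buffer wells were negative controls.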
BAZ2B inh = blocks human BAZ2B; Q9UIF8; AID 504333; Potency, µM (titrated, usually from 114 µM), for inactives: at the highest dose activity change, negative = inhibition, hits mostly inhibitors; AlphaScreen BAZ2B-H3K14Ac peptide displacement; 360,000 tested, 4.4% active; note: % is set by controls: 0 for no effect and ±100 for the full control effect; nearly all actives have a fitted effect of over 60% in size
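BAZ2B (50 nM) with biotin-H3(5-23)K14Ac peptide (50 nM) in PBS pH 7.4, 0.01% Tween-20, preformed 30 min, then compound 30 min at room temperature; top concentration 110uM. AlphaScreen streptavidin donor/nickel chelate acceptor beads (10 ug/mL final), 20 min dark, signal read.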
Pol eta inh = blocks human DNA polymerase eta activity; Q9Y253; recombinant Pol eta, fluorescent DNA replication assay; Potency, µM (top dose mostly 114 µM), for inactives: at the highest dose activity change, negative = inhibition, hits mostly inhibitors; 390,000 tested, 1.2% active; AID 588591; note: % is set by controls: 0 for no effect and ±100 for the full control effect
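Pol eta (10 nM) was preincubated with compounds for 15 min at room temperature, after which fluorescent replication substrate (50 nM final) was added to start the reaction. Fluorescence was read kinetically at 0 and 10 min.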
BLM inh = Bloom syndrome helicase (human) inhibition. Potency, µM (highest dose often 56.1 µM), inactives show top-dose activity change, negative = inhibition, usual class: inhibitors. recombinant BLM DNA unwinding, fluorescence dequenching. 350,000 tested, 0.2% active. P54132;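 note: plate controls were vehicle for no effect and no enzyme for full effect; nearly all actives have a fitted effect of over 35% in size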
Target sequence (P54132 whole entry, looked up): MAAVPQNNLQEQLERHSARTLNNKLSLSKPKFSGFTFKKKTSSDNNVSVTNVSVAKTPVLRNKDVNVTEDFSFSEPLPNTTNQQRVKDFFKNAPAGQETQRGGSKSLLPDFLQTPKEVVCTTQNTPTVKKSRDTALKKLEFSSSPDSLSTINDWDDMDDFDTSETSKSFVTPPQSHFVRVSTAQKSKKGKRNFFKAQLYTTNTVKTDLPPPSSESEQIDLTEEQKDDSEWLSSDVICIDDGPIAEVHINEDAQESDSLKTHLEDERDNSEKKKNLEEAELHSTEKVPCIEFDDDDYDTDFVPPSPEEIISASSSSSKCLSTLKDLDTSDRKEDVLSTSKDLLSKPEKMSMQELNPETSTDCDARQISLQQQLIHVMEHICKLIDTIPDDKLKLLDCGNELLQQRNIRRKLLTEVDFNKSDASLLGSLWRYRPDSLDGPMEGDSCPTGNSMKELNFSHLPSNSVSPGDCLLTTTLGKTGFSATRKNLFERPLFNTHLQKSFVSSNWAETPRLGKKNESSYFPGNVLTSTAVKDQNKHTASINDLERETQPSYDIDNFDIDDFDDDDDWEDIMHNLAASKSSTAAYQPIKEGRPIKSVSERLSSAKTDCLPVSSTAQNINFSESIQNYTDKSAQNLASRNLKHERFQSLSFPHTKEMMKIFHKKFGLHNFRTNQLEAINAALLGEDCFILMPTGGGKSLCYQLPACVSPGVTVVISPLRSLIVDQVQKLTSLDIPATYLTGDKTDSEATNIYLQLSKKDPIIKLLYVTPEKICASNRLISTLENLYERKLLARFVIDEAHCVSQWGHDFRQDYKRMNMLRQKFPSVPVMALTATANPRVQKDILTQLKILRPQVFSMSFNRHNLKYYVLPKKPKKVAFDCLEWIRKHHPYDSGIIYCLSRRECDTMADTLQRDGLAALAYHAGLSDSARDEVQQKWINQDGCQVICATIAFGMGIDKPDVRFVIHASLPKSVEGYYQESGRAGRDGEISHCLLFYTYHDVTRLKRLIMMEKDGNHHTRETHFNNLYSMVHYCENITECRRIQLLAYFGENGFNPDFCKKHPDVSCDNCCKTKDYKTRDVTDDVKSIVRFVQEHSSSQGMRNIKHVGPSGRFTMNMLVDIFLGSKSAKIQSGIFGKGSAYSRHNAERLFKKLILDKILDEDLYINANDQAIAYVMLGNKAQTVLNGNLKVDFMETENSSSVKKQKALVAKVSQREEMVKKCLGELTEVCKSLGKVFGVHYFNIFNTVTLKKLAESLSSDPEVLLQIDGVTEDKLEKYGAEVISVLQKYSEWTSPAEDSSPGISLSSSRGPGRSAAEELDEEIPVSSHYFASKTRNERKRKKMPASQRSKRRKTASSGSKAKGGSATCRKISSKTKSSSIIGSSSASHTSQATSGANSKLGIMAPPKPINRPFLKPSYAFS
JMJD2A Tudor = blocks the human JMJD2A Tudor domain; Potency, µM (doses to about 114 µM), for inactives: top-dose activity change, negative = inhibition, actives largely listed as inhibitors; 390,000 tested, 4.4% active; AlphaScreen JMJD2A-Tudor / H3K4me3 peptide binding; O75164; AID 504339; note: % is set by controls: 0 for no effect and ±100 for the full control effect; nearly all actives have a fitted effect of over 50% in size
POLK inh = inhibitors of human DNA polymerase kappa. purified Pol kappa, fluorescent DNA synthesis assay, 10 min. Potency, µM (titrated, usually from 107 µM), for inactives: at the top dose activity, negative = inhibition, usual class: inhibitors. 400,000 tested, 0.53% active. AID 588579; note: % is set by controls: 0 for no effect and ±100 for the full control effect
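Fluorescent qHTS in 1536-well format: enzyme (10 nM) and compound sat 15 min at room temperature before 50 nM substrate (final) was added. Signal taken at 0 and 10 min; no-enzyme buffer wells were negative controls.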
G9a inh = inhibitors of human histone lysine methyltransferase G9a. Q96KQ7. G9a H3K9 monomethylation, AlphaScreen, 2 h. Potency, µM (series often up to 102 µM), inactives show top-dose activity, negative = inhibition, usual class: inhibitors. 350,000 tested, 8.8% active. AID 504332; note: % is set by controls: 0 for no effect and ±100 for the full control effect; nearly all actives have a fitted effect of over 75% in size
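Signal arises when biotinylated H3K9 peptide, once monomethylated, bridges streptavidin donor and antibody-captured acceptor beads. Enzyme at 20 nM was preincubated 15 min with test compounds; peptide 500 nM and SAM 20 uM then reacted for 2 h.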
APE1 inh = APE1 (human) endonuclease inhibition. Potency, µM (highest dose often 65.8 µM), for inactives: top-dose activity change, negative = inhibition, actives largely listed as inhibitors. recombinant APE1, TAMRA/BHQ-2 abasic DNA cleavage fluorescence. 350,000 tested, 0.35% active. AID 2517;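 note: plate controls were vehicle for no effect and reference inhibitor for full effect; nearly all actives have a fitted effect of over 55% in size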
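Quantitative HTS: incision of a TAMRA/BHQ-2 double-stranded substrate bearing a tetrahydrofuran abasic site by 0.75 nM APE1 raises fluorescence. Substrate 50 nM final, added after 15 min compound preincubation at room temperature; progress as third-minus-first kinetic read difference.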
Pol beta inh = DNA polymerase beta (human) inhibition | P06746 | Pol beta primer extension/strand displacement, fluorescence kinetic | Potency, µM (titrated, usually from 114 µM), for the others: at the top dose activity change, negative = inhibition, most hits filed as inhibitors | 340,000 tested, 1.3% active; note: % is set by controls: 0 for no effect and ±100 for the full control effect
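Kinetic readout of DNA synthesis with strand displacement by Pol beta. Compound and 10 nM enzyme sit 15 min at room temperature; 50 nM substrate starts the reaction, read immediately and at 10 min.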
The depositor's hits bear a star; & = joins results of further samples; [ ] = dose if it differs, or a comment. Calls come from the whole dose curve; as a rule, active = well fitted curve in the direction sought with a large enough effect; inconclusive = small, poorly fitted or top-dose-only effect, or another doubt; inactive = no such curve, though single readings can be large; an effect the other way counts as inactive or inconclusive. Potency is the fitted concentration of half-maximal effect. An excerpt. The share of hits here may be higher or lower than overall.

For CCOC(=O)N1CCN(C(=O)COc2cccc3c2CCN(Cc2ccccc2F)C3=O)CC1 the results were POLI inh inconclusive, BAZ2B inh 4%, Pol eta inh -16%, BLM inh 3%, JMJD2A Tudor -4%, POLK inh -15%, G9a inh 1%[59 µM], APE1 inh inconclusive and Pol beta inh 17%.
Screening Cc1nn2c(=O)cc(COC(=O)c3ccc(NC(=O)c4cccc(Br)c4)cc3)nc2s1 returned POLI inh -27%, BAZ2B inh -5%, Pol eta inh -13%, BLM inh -7%, JMJD2A Tudor -21%, POLK inh -6%[60.1 µM], G9a inh -28%[59 µM] and Pol beta inh -25%.
Cc1ccc(-c2noc(CCC(=O)NC3CCN(Cc4ccccc4)CC3)n2)cc1 was read as POLI inh 15%, BAZ2B inh -8%, Pol eta inh -15%, BLM inh 0%, JMJD2A Tudor -7%, POLK inh -8%, G9a inh -22%, APE1 inh 2% and Pol beta inh -7%.
CCSc1nnc(NC(=O)CSc2nnc(CNC(=O)c3ccccc3F)o2)s1 was read as POLI inh -21%, BAZ2B inh 32%[activator], Pol eta inh -16%, BLM inh -1%, JMJD2A Tudor -6%, POLK inh 0%, G9a inh inconclusive, APE1 inh 4% and Pol beta inh 10%.
For COc1ccc(-n2c(C)nc3cc(C(=O)NCc4ccc5c(c4)OCO5)ccc32)cc1 the results were POLI inh -8%, BAZ2B inh -37%, Pol eta inh inconclusive, BLM inh 0%, JMJD2A Tudor -5%[57.1 µM], POLK inh -2%, G9a inh -21%, APE1 inh -10% and Pol beta inh -3%.
For Cc1cc(C)c2nc(C(F)(F)F)c(C#N)c(N)c2c1 the results were POLI inh 8%, BAZ2B inh 10%, Pol eta inh -8%, BLM inh 0%, JMJD2A Tudor -5%, POLK inh -9%, G9a inh 16%, APE1 inh 3% and Pol beta inh 1%.
Screening C/C=C(/C(=C/C)c1ccc(O)cc1)c1ccc(O)cc1 returned POLI inh -9%, BAZ2B inh inconclusive, Pol eta inh -10%, BLM inh 3%&-7%, JMJD2A Tudor 6%, POLK inh -12%, G9a inh inconclusive, APE1 inh 22% and Pol beta inh -1%.
For CCCn1c2ccccc2c2cnn(CC(=O)N(Cc3ccccc3)C(C)C)c(=O)c21 the results were POLI inh -2%, BAZ2B inh -13%, Pol eta inh -18%, BLM inh -3%, JMJD2A Tudor -15%, POLK inh -7%, G9a inh -9%[59 µM] and Pol beta inh 0%.
COc1cc2ccccc2cc1C(=O)O was read as POLI inh 20%, BAZ2B inh -27%, Pol eta inh -2%, BLM inh 0%, JMJD2A Tudor 4%, POLK inh 2%, G9a inh -49%[59 µM], APE1 inh -2% and Pol beta inh 2%.
For CCN(CC)CC(O)CCCCCCCCC(=O)OC (stereo not given) the results were POLI inh -2%[58.9 µM], BAZ2B inh 7%, Pol eta inh -5%, BLM inh -2%, JMJD2A Tudor 5%, POLK inh -7%, G9a inh -15%[12.7 µM], APE1 inh 4% and Pol beta inh 4%.
CN(C)c1ccc(CNC(=O)CCn2cccn2)cc1 was read as POLI inh 21%, BAZ2B inh -15%, Pol eta inh -14%, BLM inh 1%, JMJD2A Tudor -30%, POLK inh 0%, G9a inh inconclusive and Pol beta inh 1%.
CCc1ccc(NC(=O)CCCN2C(=O)C3CC=CCC3C2=O)cc1 (stereo not given) was read as POLI inh inconclusive, BAZ2B inh 20%, Pol eta inh -18%, BLM inh -2%, JMJD2A Tudor 1%, POLK inh 2%, G9a inh inconclusive, APE1 inh 36% and Pol beta inh 10%.
`COc1cccc(-c2noc(COc3ccccc3Cl)n2)c1` gave POLI inh 13%, BAZ2B inh 297%[activator], Pol eta inh -24%, BLM inh -7%, JMJD2A Tudor 239%[activator], POLK inh -2%, G9a inh 158%[activator][59 µM] and Pol beta inh 4%.
`Cc1ccc(-c2nnn(CC(=O)N(Cc3ccco3)C(C(=O)NC3CCCC3)c3cccs3)n2)o1` (stereo not given) gave POLI inh 4%, BAZ2B inh 10%, Pol eta inh 15%, BLM inh 4%, JMJD2A Tudor -10%, POLK inh -5%, G9a inh -8%[59 µM], APE1 inh -9% and Pol beta inh -4%.
For CC1CCCCN1CCCNC(=O)c1cc(Br)c(Br)[nH]1 (stereo not given) the results were POLI inh 19%, BAZ2B inh -14%, Pol eta inh -1%, BLM inh -3%, JMJD2A Tudor -22%, POLK inh -5%, G9a inh -10%, APE1 inh -2% and Pol beta inh 30%.
`CC1=CC2=NC(=O)/C(=C\c3cccn3CCOc3ccc(C)c(C)c3)C(=N)N2O1` gave POLI inh 97%[activator], BAZ2B inh -34%, Pol eta inh -12%, BLM inh -6%, JMJD2A Tudor inconclusive, POLK inh -17%, G9a inh inconclusive, APE1 inh -11% and Pol beta inh 18%.
Cc1ccc(N(CC(=O)NCC(C)c2ccccc2)S(=O)(=O)N(C)C)cc1 (stereo not given) was read as POLI inh 18%, BAZ2B inh 4%, Pol eta inh -8%, BLM inh -1%, JMJD2A Tudor -10%, POLK inh -3%[60.1 µM], G9a inh 20%[59 µM] and Pol beta inh 0%.
For COCc1cc(=O)[nH]c(Nc2nc(C)c3ccccc3n2)n1 the results were POLI inh 13%, BAZ2B inh 9%, Pol eta inh 24%, BLM inh -8%, JMJD2A Tudor -20%, POLK inh -2%, G9a inh 8%[59 µM], APE1 inh 5% and Pol beta inh 51%.
COc1ccc(/C=N/n2cnnc2)cc1Cn1nc(C)c([N+](=O)[O-])c1C was read as POLI inh 6%, BAZ2B inh -2%, Pol eta inh -16%, BLM inh -2%, JMJD2A Tudor -3%, POLK inh -5%, G9a inh 28%, APE1 inh 2% and Pol beta inh -4%.
Screening Cc1nc2ccccc2c(=O)n1NC(=O)C1CCCCC1 returned POLI inh 17%, BAZ2B inh 0%, Pol eta inh -8%, BLM inh -3%, JMJD2A Tudor -2%, POLK inh -6%, G9a inh 1%[12.7 µM], APE1 inh -5% and Pol beta inh -20%.

The closing two entries of the section before lead into the next.
COc1ccc(/C=N/n2cnnc2)cc1Cn1nc(C)c([N+](=O)[O-])c1C was read as POLI inh 6%, BAZ2B inh -2%, Pol eta inh -16%, BLM inh -2%, JMJD2A Tudor -3%, POLK inh -5%, G9a inh 28%, APE1 inh 2% and Pol beta inh -4%.
Screening Cc1nc2ccccc2c(=O)n1NC(=O)C1CCCCC1 returned POLI inh 17%, BAZ2B inh 0%, Pol eta inh -8%, BLM inh -3%, JMJD2A Tudor -2%, POLK inh -6%, G9a inh 1%[12.7 µM], APE1 inh -5% and Pol beta inh -20%.
Screening Cc1ccc(C(=O)NCC(=O)N2CCC3(CC2)NCCc2[nH]cnc23)cc1C returned POLI inh 15%, BAZ2B inh -16%, Pol eta inh -14%, BLM inh 2%, JMJD2A Tudor -13%, POLK inh -10%, G9a inh 21%, APE1 inh -11% and Pol beta inh 6%.
CCn1cc([N+](=O)[O-])c(C(=O)N2N=C(c3ccc4ccccc4c3)CC2c2cc(Br)ccc2O)n1 (stereo not given) was read as POLI inh 8%, BAZ2B inh -37%, Pol eta inh -8%, BLM inh -8%, JMJD2A Tudor inconclusive, POLK inh -7%, G9a inh inconclusive, APE1 inh -8% and Pol beta inh 4%.
For COc1ccc2c(c1)cc(C(=O)N[C@H](C(=O)N1CCC(C(=O)O)CC1)C(C)C)n2C the results were POLI inh 20%, BAZ2B inh 34%[activator], Pol eta inh inconclusive, BLM inh -2%, JMJD2A Tudor -5%, POLK inh 1%, G9a inh 10%, APE1 inh 56%[activator] and Pol beta inh 13%.
Cc1ccccc1Nc1nc(N)nc(CSc2n[nH]c(N)n2)n1 was read as POLI inh 35%[activator], BAZ2B inh 1%, Pol eta inh -5%, BLM inh 0%, JMJD2A Tudor -3%, POLK inh -2%, APE1 inh 18% and Pol beta inh 32%.
`O=C(N/N=C/c1ccc([N+](=O)[O-])o1)c1cn(-c2ccccc2)nc1-c1ccccc1` gave POLI inh 2%, BAZ2B inh -4%, Pol eta inh -11%, BLM inh -2%, JMJD2A Tudor -15%, POLK inh -6%, G9a inh -1%, APE1 inh -3% and Pol beta inh 7%.
For COCc1cc(C)nc(OCC(=O)N/N=C\c2cc(C)n(-c3cccc(C(F)(F)F)c3)c2C)c1C#N the results were POLI inh -6%, BAZ2B inh -27%, Pol eta inh -5%, BLM inh -6%, JMJD2A Tudor inconclusive, POLK inh -22%, G9a inh inconclusive, APE1 inh 8% and Pol beta inh 34%.
Cc1ccc(Nc2nc(C(=O)N3CCC(C(=O)NCc4ccccc4)CC3)cs2)cc1 was read as POLI inh 120%[activator], BAZ2B inh -2%, Pol eta inh -20%, BLM inh 0%, JMJD2A Tudor -15%, POLK inh -10%, G9a inh 1%, APE1 inh 4% and Pol beta inh 39%.
For Cn1cnc(S(=O)(=O)N2CCN(c3cccc(Cl)c3)CC2)c1 the results were POLI inh -19%, BAZ2B inh -11%[57.1 µM], Pol eta inh 0%, BLM inh -1%, JMJD2A Tudor -4%, POLK inh -25%, G9a inh 22%, APE1 inh -14% and Pol beta inh 5%.
`CCCCCCNc1cc2n(c(=O)n1)CCc1cc(OC)c(OC)cc1-2` gave POLI inh 47%[activator], BAZ2B inh 6%, Pol eta inh -5%, BLM inh -1%, JMJD2A Tudor -18%, POLK inh -16%, G9a inh -5%, APE1 inh 25% and Pol beta inh 0%.
Screening COc1ccc(NC(=O)Nc2ccc3nc(C)c(C)nc3c2)cc1 returned POLI inh 0%, BAZ2B inh 0%, Pol eta inh -11%, BLM inh -6%, JMJD2A Tudor 5%, POLK inh 5%, G9a inh -5%, APE1 inh -3% and Pol beta inh -20%.
CCCCNC(=O)c1cc2cc(OC)ccc2[nH]1 was read as POLI inh 18%, BAZ2B inh -3%, Pol eta inh -4%, BLM inh -2%, JMJD2A Tudor -19%, POLK inh -9%, G9a inh -13%, APE1 inh -5% and Pol beta inh -10%.
O=C(Cc1ccccc1)NC(NC(=O)Cc1ccccc1)c1cccc([N+](=O)[O-])c1 was read as POLI inh 29%, BAZ2B inh -3%, Pol eta inh -4%, BLM inh 6%, JMJD2A Tudor -25%, POLK inh 10%, APE1 inh -1% and Pol beta inh 4%.
